tuberculosis growth: growth inhibition of non-replicating M. tuberculosis (AID 488890). Mycobacterium tuberculosis non-replicating, growth inhibition; higher % means a stronger effect. inhibition, % at 25 µM, or IC50 in µM where a hit was titrated. 320,000 compounds, 0.39% hits; in the data active means a potency from the dose series; inconclusive means inhibition mostly from about 82% at the one dose, without a potency; inactive means the rest, 99 in 100 with inhibition below about 76%;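 further: plate controls were DMSO cells for no effect and high antibiotic wells for full effect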
M. tuberculosis HTS: M. tuberculosis growth inhibition, HTS (AID 449762); M. tuberculosis H37Rv growth inhibition, 7H9 media; higher % means a stronger effect; inhibition, % at 25 µM, or IC50 in µM where a hit was titrated; 330,000 compounds, 0.59% hits; in the data active means a potency from the dose series; inconclusive means inhibition above about 70% without an active follow-up result;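 further: bacterial growth assessed after seven days of incubation; strong numbers were not always called active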
VEEV TC-83 Vero: inhibitors of VEEV TC-83 cytopathic effect, confirmation, Vero cells (AID 588727). Vero cells, VEEV TC-83 cytopathic effect inhibition; higher % means a stronger effect. 350,000 compounds, 0.13% hits. one-dose inhibition, % at 20 µM; IC50 in µM for titrated hits; in the data active means a potency from the dose series; inconclusive means inhibition mostly from about 14% at the one dose, without a potency; inactive means the rest, 99 in 100 with inhibition below about 12%; further: strong numbers were not always called active
influenza NS1A: H1N1 influenza NS1A inhibitors, functional cell based assay (AID 504329); NS1A functional cell-based assay, percent inhibition; higher % means a stronger effect; inhibition, % at 12.5 µM, or IC50 in µM where a hit was titrated; 340,000 compounds, 0.3% hits; in the data active means a potency from the dose series; inconclusive means inhibition above about 27% without an active follow-up result; further: strong numbers were not always called active
Salmonella PhoP GFP: PhoP regulon inhibitors, Salmonella typhi PhoP promoter GFP reporter, confirmatory (AID 1850); Salmonella Typhi PhoP-promoter GFP reporter, fluorescence, 4 h; higher % means a stronger effect; one-dose inhibition, % at 50 µM; IC50 in µM for titrated hits; 310,000 compounds, 0.33% hits; in the data active means a potency from the dose series; inconclusive means inhibition mostly from about 25% at the one dose, without a potency; inactive means the rest, 99 in 100 with inhibition below about 19%;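 further: 0% = induced wells with vehicle and 100% = uninduced wells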
VEEV TC-83 Vero 10K pilot screen: recorded beside VEEV TC-83 Vero, whose call it bears; inhibition, %; measured here: 10K pilot screen inhibition
Starred values were filed as active, the others as inactive; i = inactive; ? = inconclusive; . = not tested or not shown.

SMILES	tuberculosis growth	M. tuberculosis HTS	VEEV TC-83 Vero	influenza NS1A	Salmonella PhoP GFP	others
CCOC(=O)c1ccccc1NC(=O)CCNC(=O)Cn1cnc2ccccc2c1=O	-12%	-5%	i	0%	3%
O=C(CS(=O)Cc1ccccc1Cl)Nc1ccccc1Cl (stereo not drawn)	-6%	-2%	5.8%	-5%	-10%
O=C(Nc1cc([N+](=O)[O-])ccc1O)NC1CCS(=O)(=O)C1 (stereo not drawn)	-2%	-14%	1.7%	-2%	.
O=C1CSC(c2ccc(Cl)cc2Cl)N1c1ccccn1 (stereo not drawn)	25%	2%	2.2%	-13%	-4%
Cc1nn(-c2ccccc2)c(Cl)c1/C=N/NC(=O)c1ccc(NS(=O)(=O)c2cccs2)cc1	18%	0%	.	.	3%
O=C(CN1CCN(c2ccc([N+](=O)[O-])cc2Cl)CC1)N1CCOCC1	8%	10%	i	.	3%
COC(=O)[C@@H](Cc1c[nH]c2ccccc12)NC(=O)c1ccc2c(c1)OCO2	3%	-7%	1.1%	-4%	5%
Cc1cccc(NC(=O)CN2C(=S)NC(C)(C)CC2C)c1 (stereo not drawn)	-6%	0%	0.7%	21%	-5%	VEEV TC-83 Vero 10K pilot screen=1.7
COc1ccc(NC(=O)CNC(=O)Cn2cnc3sc(C)c(C)c3c2=O)cc1OC	-4%	-8%	i	-2%	5%
CCC(=O)NC(=S)Nc1ccc(S(=O)(=O)NC(C)=O)cc1	3%	-3%	1.4%	6%	-1%
O=C1NCCCCC1NS(=O)(=O)c1ccc(F)c(F)c1 (stereo not drawn)	2%	-8%	1.5%	0%	-4%
Cc1ccc(S(=O)(=O)NC(=S)c2ccccc2)cc1	18%	-5%	i	8%	1%
Cc1ccccc1CC(=O)Nc1ccc2c(c1)CCC2	-14%	1%	8.7%	0%	6%
Cc1cc(OCC(=O)NCCCn2ccnc2)c2c(C)c(C)c(=O)oc2c1	14%	1%	1.6%	11%	4%
O=C1N=C(N2CCOCC2)S/C1=C\c1cccnc1	-3%	1%	1.7%	1%	6%
CN(C(=O)c1ccc(NC(=O)Cc2ccc(NC(=O)C3CCCN(C(=O)c4ccccc4)C3)cc2)cc1)C1CCCC1 (stereo not drawn)	.	.	1.8%	5%	.
O=C(N1CCOCC1)N1c2ccccc2CC(N2CCOCC2)c2ccccc21 (stereo not drawn)	-1%	-6%	i	-22%	8%
O=C1C=C(NC2CCCCC2)CCC1	-1%	-1%	i	-12%	0%	VEEV TC-83 Vero 10K pilot screen=0.1
CCCCc1ccc(NC(=S)NCC2CCCO2)cc1 (stereo not drawn)	?	3%	i	6%	-7%
Cn1c(CN2CCCC2)nc2cc(NC(=O)COc3ccccc3)ccc21	22%	-5%	6.7%	-4%	3%
O=C1OC(c2cccc([N+](=O)[O-])c2)C2(CCCC2)C(=O)C12CCCCC2 (stereo not drawn)	18%	6%	5.2%	-2%	-7%
Cc1cc(C)cc(N(CC(=O)NCC2CCCO2)S(=O)(=O)c2c(C)noc2C)c1 (stereo not drawn)	-1%	-5%	0.3%	0%	-14%
N#CCC(=O)Nc1ccc(C(=O)OCC(=O)c2c[nH]c3ccccc23)cc1	9%	-7%	i	13%	.
CN(C(=O)COc1ccc(C(C)(C)C)cc1)C1CCS(=O)(=O)C1 (stereo not drawn)	-2%	0%	0.9%	2%	-2%
Cc1nnc2ccc(N3CCN(c4cccc(C(F)(F)F)c4)CC3)nn12	.	0%	6.3%	11%	-11%
CCCCC(=NCCO)C1=C(O)C(C(=O)OC)C(C)(C)CC1=O (stereo not drawn)	11%	2%	0.5%	5%	-10%	VEEV TC-83 Vero 10K pilot screen=0.2
CSCCC(NS(=O)(=O)c1ccccc1F)C(=O)Nc1ccncc1 (stereo not drawn)	2%	-9%	7.7%	-7%	.
COc1ccc(N(CN2C(=O)c3ccccc3C2=O)C(=O)COc2ccc(Cl)cc2Cl)cc1	38%	2%	i	0%	-6%
COc1ccc(CCn2c(=N)c(C(=O)NCc3ccco3)cc3c(=O)n4ccccc4nc32)cc1	40%	18%	2.0%	1%	15%
O=C1C(Br)=C(c2ccccc2)C(c2ccccc2)=C1c1ccccc1	.	.	?	6%	.
Cc1ccc(-c2nn(-c3ccccc3)cc2C(=O)NCCCN2CCCC2=O)cc1	-6%	-5%	i	5%	5%
N#CCCN1CCN(C(=S)c2ccc(-c3ccc(Cl)cc3)o2)CC1	77%	-4%	i	9%	-1%
C[C@H](CO)N1C[C@H](C)[C@@H](CN(C)C(=O)Nc2ccccc2)Oc2ccc(NS(=O)(=O)c3cn(C)cn3)cc2C1=O	-6%	0%	0.3%	3%	.
Nc1nnnn1/N=C/c1ccccc1OCc1ccccc1	-8%	3%	0.8%	2%	-6%
N#CCCN(CCC#N)C(=S)NC1CC2C=CC1C2 (stereo not drawn)	-18%	-6%	1.8%	0%	2%
COc1ccc(N(CC(=O)NC(C)(C)C)C(=O)CCC(=O)Nc2nccs2)cc1	-5%	?	0.8%	-2%	7%
CN(Cc1ccc2nonc2c1)Cc1nc(Cc2cccc(F)c2)no1	?	15%	i	-6%	1%
CC1(C)CC(=O)CC(C)(C)N1OC(=O)c1ccco1	-1%	-10%	i	0%	-1%
CN1CCN(S(=O)(=O)c2cc([N+](=O)[O-])ccc2N/N=C/c2ccc(Cl)cc2)CC1	-28%	-9%	0.5%	2%	0%
C=CCn1c(Cc2ccc(OC)cc2)nnc1SCC(=O)NCCc1ccccc1	23%	-1%	0.1%	-2%	-2%
O=C(O)C1CCN(C(=O)CSc2nc3cc(Cl)ccc3c(=O)n2Cc2ccccc2)CC1	6%	-3%	0.5%	-5%	-4%
CC1(c2cccc(Br)c2)NC(=O)N(CC(=O)Nc2ccc3c(c2)OCO3)C1=O (stereo not drawn)	15%	0%	8.2%	2%	.
CC(=O)Oc1ccc2cc(-c3cccnc3)c(=O)oc2c1	.	.	8.1%	4%	.
CC1CC(C)CN(S(=O)(=O)c2ccc3c(c2)NC(=O)C(C)C(=O)N3)C1 (stereo not drawn)	-5%	5%	0.0%	5%	1%	VEEV TC-83 Vero 10K pilot screen=0.6
Cc1cccc(C)c1OCC(=O)NNC(=O)c1ccoc1C	3%	4%	6.8%	4%	4%
Nc1ccc(C(=O)N/N=C/c2cccc(Oc3ccccc3)c2)cc1	48%	7%	2.5%	2%	4%
CCOC(=O)N1CCN(C(=O)c2ccc(OCC)c(OCC)c2)CC1	-1%	0%	0.2%	0%	-5%
O=S1(=O)CCN(Cc2ccc(Cl)c(Cl)c2)CC1	-9%	-7%	1.2%	-8%	-5%

The closing two compounds of the section above come first, to join the parts:
SMILES	tuberculosis growth	M. tuberculosis HTS	VEEV TC-83 Vero	influenza NS1A	Salmonella PhoP GFP	others
CCOC(=O)N1CCN(C(=O)c2ccc(OCC)c(OCC)c2)CC1	-1%	0%	0.2%	0%	-5%
O=S1(=O)CCN(Cc2ccc(Cl)c(Cl)c2)CC1	-9%	-7%	1.2%	-8%	-5%
Cc1ccc(S(=O)(=O)Nc2ccc(S(=O)(=O)NCC3CCCO3)cc2)cc1 (stereo not drawn)	2%	-1%	1.8%	-8%	7%
Cc1ccc([N+](=O)[O-])cc1NC(=O)c1ccc2c(c1)OCO2	-16%	3%	0.4%	-11%	-5%
CCOC(=O)C(/C=C(\C#N)C(=O)OCC)=C(/N)N1CCN(c2ccc(Cl)cc2)CC1	-2%	18µM*	i	22%	3%
O=C(NCCc1nc(-c2ccccc2)cs1)c1ccc(Br)cc1	13%	-2%	i	13%	-5%
COc1ccc(-c2coc3cc4oc(=O)c(CC(=O)O)c(C)c4cc23)cc1	.	.	0.2%	0%	.
COc1cc(/C=C2/SC(=S)N(Cc3ccccc3)C2=O)ccc1O	25%	2%	3.7%	5%	-7%
COc1ccc2[nH]c(=O)c(CN(C(=O)NC3CCCCC3)C3CCCCC3)cc2c1	24%	44%	3.3%	3%	4%
Cc1ccsc1C(=O)Nc1nnc(-c2ccco2)o1	?	?	i	-7%	-3%
O=C(NC1CCCCC1)C(c1ccccc1)N(Cc1cccnc1)C(=O)c1csnn1 (stereo not drawn)	34%	-5%	1.9%	2%	-3%
Cc1nc2sc(C(=O)Nc3ccccc3Cc3ccccc3)c(C)c2c(=O)[nH]1	-3%	-4%	0.4%	-1%	-9%
CC(C)[C@H](N)c1nnc(SCc2ccc(Cl)cc2)o1	?	6%	2.0%	-6%	-7%
CN(C)C(CNC(=O)c1ccc(C(F)(F)F)cc1)c1ccco1 (stereo not drawn)	42%	-4%	0.8%	5%	-3%
Cc1ccc(NC(=O)Nc2nnc(-c3ccccc3F)s2)cc1	-2%	1%	0.7%	0%	-5%
O=C(NNC(=S)Nc1ccccc1C(F)(F)F)c1cccnc1	50%	0%	i	-7%	1%
O=C(c1ccc(Br)cc1)c1cc([N+](=O)[O-])ccc1N1CCCCC1	30%	-11%	i	10%	7%
COc1ccc(/C(C)=C2/SC(=S)N(CCC(=O)O)C2=O)cc1	12%	-10%	i	-7%	5%
O=C(O)c1cccc(Nc2nc(-c3cc4ccccc4oc3=O)cs2)c1	7%	-1%	2.6%	0%	-9%
CC(=O)O[C@@H](C[C@@H](C)C1=C2C[C@H](O)C3[C@@]4(C)CCC(=O)C(C)(C)C4CC[C@]3(C)[C@@]2(C)CC1)[C@H]1OC1(C)C (stereo partly drawn)	.	.	i	-11%	.
COc1cc(OC)c(C(=O)NNC(=O)c2ccccc2-n2cccc2)cc1OC	5%	-6%	3.0%	7%	.
COc1ccc(NC(=O)CN(C)C(=O)c2ccc(COc3ccccc3)o2)cc1	1%	-5%	1.2%	-1%	-8%
Cc1ccc(S(=O)(=O)N2CCOCCOCCOCCOCCOCC2)cc1	-21%	7%	0.3%	-4%	0%
COc1nc(NCC2CCCO2)nc(N2CC3CC(C2)c2cccc(=O)n2C3)n1 (stereo not drawn)	-1%	1%	0.6%	-10%	5%
CC1CCCN(C(=O)CCCn2c(=S)[nH]c3ccccc3c2=O)C1 (stereo not drawn)	21%	-5%	2.6%	-6%	-4%
COc1cc(C(=O)ON=C2C=C(C)C(=O)C(C)=C2)cc(OC)c1OC	i	?	0.8%	6%	-6%
O=C(C[n+]1cc(Br)cc(Br)c1)c1cccc([N+](=O)[O-])c1	1%	9%	i	15%	-1%
CCCn1c(=O)n(C)c(=O)c2c(SCC(=O)Nc3cc(C)on3)nc(C(C)(C)C)nc21	25%	6%	9.2%	-3%	.
Cc1cc(C)n(CC(=O)c2ccccc2)c(=O)c1C#N	-21%	-9%	0.1%	-6%	15%
COc1ccccc1NC(=O)N(C1CCCC1)C1CCN(C(C)=O)CC1	.	-2%	0.3%	-1%	4%
CCOC(=O)N1CCC(NC(=O)CCCC(=O)O)CC1	-14%	-6%	1.1%	.	0%
Cc1cccc2nc(-c3cccnc3)c(Nc3ccccc3)n12	19%	0%	i	1%	2%
O=C(CSc1n[nH]c(-c2cccs2)n1)N1CCN(S(=O)(=O)c2ccc3ccccc3c2)CC1	26%	0%	8.3%	6%	-1%	VEEV TC-83 Vero 10K pilot screen=3.4
O=C(c1cccc(Cl)c1)N1CCN(c2ccccn2)CC1	9%	-1%	0.2%	23%	4%
Cc1cccc(C(=O)N2CCC(=O)N(C(COCc3cccc(Cl)c3)Cc3ccccc3)CC2)c1 (stereo not drawn)	20%	2%	8.3%	-5%	-22%
CCOC(=O)Cn1ccc(NC(=O)COc2ccc(F)cc2F)n1	20%	6%	1.8%	-3%	12%
O=C1N=C(N2CCCCC2)SC1=C1CCCCC1	?	18%	0.1%	1%	1%
C=CCn1c(SCC(=O)NCCOC)nc2scc(-c3ccco3)c2c1=O	-6%	-2%	0.9%	4%	6%
CCOc1ccccc1C(=O)Oc1cc(C)[nH]c(=O)c1[N+](=O)[O-]	-13%	-3%	1.2%	2%	0%

Gathered by group, those above with a tert-butyl group (three)
SMILES	tuberculosis growth	M. tuberculosis HTS	VEEV TC-83 Vero	influenza NS1A	Salmonella PhoP GFP	others
CN(C(=O)COc1ccc(C(C)(C)C)cc1)C1CCS(=O)(=O)C1 (stereo not drawn)	-2%	0%	0.9%	2%	-2%
COc1ccc(N(CC(=O)NC(C)(C)C)C(=O)CCC(=O)Nc2nccs2)cc1	-5%	?	0.8%	-2%	7%
CCCn1c(=O)n(C)c(=O)c2c(SCC(=O)Nc3cc(C)on3)nc(C(C)(C)C)nc21	25%	6%	9.2%	-3%	.

High-throughput results (PubChem BioAssay)
